From PubChem
ADAM17 inh – ADAM17 inhibitors, primary screen, biochemical, QFRET | Disintegrin and metalloproteinase domain-containing protein 17 (Homo sapiens), P78536 | recombinant ADAM17, EDANS/DABCYL FRET peptide cleavage | inhibition, % at 6.95 µM | hit rate 0.83% among 370,000;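 active means inhibition above the mean of compounds lying between control limits plus 3 SD, set per campaign, cut at about 8.5% in these data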;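 further: 0% = DMSO-only wells as the low control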
Target sequence (P78536 215-824 limits assumed): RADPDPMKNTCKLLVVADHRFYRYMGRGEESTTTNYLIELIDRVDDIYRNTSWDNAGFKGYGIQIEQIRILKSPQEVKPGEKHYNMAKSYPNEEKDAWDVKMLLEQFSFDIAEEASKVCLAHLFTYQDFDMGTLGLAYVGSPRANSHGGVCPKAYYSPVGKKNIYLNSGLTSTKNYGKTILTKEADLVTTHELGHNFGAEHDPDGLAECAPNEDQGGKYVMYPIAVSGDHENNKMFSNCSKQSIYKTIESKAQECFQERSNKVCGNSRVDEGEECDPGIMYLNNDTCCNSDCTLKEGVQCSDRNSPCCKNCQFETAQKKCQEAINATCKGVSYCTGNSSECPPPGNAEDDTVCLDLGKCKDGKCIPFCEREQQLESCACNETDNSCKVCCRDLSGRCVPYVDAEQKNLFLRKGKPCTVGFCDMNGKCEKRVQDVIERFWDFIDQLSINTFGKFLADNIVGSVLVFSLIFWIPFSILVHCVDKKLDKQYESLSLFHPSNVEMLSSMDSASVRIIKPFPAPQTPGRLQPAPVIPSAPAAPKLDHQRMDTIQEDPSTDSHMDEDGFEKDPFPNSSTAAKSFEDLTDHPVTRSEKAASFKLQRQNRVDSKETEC
DDE Tn7 FP inh – inhibitors of Tn7 peptide binding to fibrin DD(E), primary screen, biochemical, fluorescence polarization, human fibrin, Tn7 probe; Fibrinogen beta chain (Homo sapiens), P02675; FP displacement of FITC-Tn7 peptide from fibrin DD(E); 0% = median of compound wells per plate; inhibition, % at 8.3 µM; hit rate 0.13% among 370,000; AID 720508, 2013;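 active means inhibition above the mean of compounds falling within the control limits plus 3 SD of them, cut at about 14% in these data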;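 further: 0% = plate median of compound wells and 100% = 10 µM Aha-Tn7 peptide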
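Assay system: Human fibrin DD(E) protein | Medium: Tris buffer with calcium and detergent, pH 7.8 | Reagent: 0.1 µM fluorescent Tn7 | Compound dosing: Single point at 8.3 µM | Times: 10 min preincubation, 3 h with tracer, room temperature | Detection: Fluorescence polarization of the labelled Tn7 tracer | Controls: Aha-Tn7 high control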
ADAM10 inh – human ADAM10 inhibitors, primary screen, biochemical, QFRET, HTS; inhibition, % at 7 µM; hit rate 0.62% among 370,000; recombinant ADAM10, EDANS/DABCYL FRET peptide cleavage, 3 h; Disintegrin and metalloproteinase domain-containing protein 10 (Homo sapiens), O14672;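 active means inhibition above a per-campaign cutoff equal to the mean of compounds falling between control-based bounds plus 3 SD, cut at about 20% in these data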;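 further: 0% = DMSO wells while the 100% control is not disclosed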
Target sequence (O14672 214-748 limits assumed): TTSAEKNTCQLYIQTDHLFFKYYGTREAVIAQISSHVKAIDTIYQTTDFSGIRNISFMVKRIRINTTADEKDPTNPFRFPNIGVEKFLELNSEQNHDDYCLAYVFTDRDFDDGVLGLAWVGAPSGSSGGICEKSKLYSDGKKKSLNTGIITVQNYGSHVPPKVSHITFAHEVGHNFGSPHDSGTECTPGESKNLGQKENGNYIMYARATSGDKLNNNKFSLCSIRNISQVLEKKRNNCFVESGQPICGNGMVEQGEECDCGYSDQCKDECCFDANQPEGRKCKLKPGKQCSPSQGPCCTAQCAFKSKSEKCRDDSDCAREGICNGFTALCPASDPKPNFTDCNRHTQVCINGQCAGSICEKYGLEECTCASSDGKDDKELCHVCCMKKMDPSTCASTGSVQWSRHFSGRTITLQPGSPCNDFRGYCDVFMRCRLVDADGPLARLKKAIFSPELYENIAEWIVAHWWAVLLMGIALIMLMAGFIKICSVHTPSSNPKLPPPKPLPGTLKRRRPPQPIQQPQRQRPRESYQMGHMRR
DDE Tn6 FP inh – inhibitors of Tn6 peptide binding to fibrin DD(E), primary screen, biochemical, fluorescence polarization, human fibrin, Tn6 probe. Fibrinogen beta chain (Homo sapiens), P02675. Fibrin DD(E) TRITC-Tn6 fluorescence polarization displacement. inhibition, % at 8.3 µM. hit rate 0.21% among 370,000. AID 720509, 2013;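 active means inhibition above a per-campaign cutoff: mean of compounds within control limits plus 3 SD, cut at about 15% in these data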;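 further: 0% = median of all compound wells on the plate and 100% = blocking peptide control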
TDP2 absorb – human TDP2 enzyme inhibitors, primary screen, biochemical, epi absorbance, recombinant enzyme | Tyrosyl-DNA phosphodiesterase 2 (Homo sapiens), O95551 | T5PNP hydrolysis, p-nitrophenol absorbance 415 nm | inhibition, % at 12.8 µM | hit rate 0.34% among 370,000 | AID 720702, 2013;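 active means inhibition above the mean of all tested compounds plus 3 SD, set per campaign, cut at about 25% in these data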;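 further: 0% = DMSO with enzyme and 100% = buffer with substrate but no TDP2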
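Assay system: recombinant human TDP2 / Reagent: T5PNP substrate at 5 mM, a TopII-DNA adduct mimic / Measured by: epi absorbance from released p-nitrophenol / Evaluation: % inhibition relative to enzyme-containing and enzyme-free wells / Control set: enzyme-free and DMSO wells / Replicates: each compound tested once, singlicate / Schedule: enzyme reaction with compound for 2 h at 37 °C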
ASAP1 inh – inhibitors of human ASAP1 ArfGAP activity, primary screen, biochemical, fluorescence polarization; Arf-GAP with SH3 domain, ANK repeat and PH domain-containing protein 1 (Homo sapiens), …; ASAP1-stimulated ARF1 GTP hydrolysis, GDP FP detection; inhibition, % at 16.5 µM; hit rate 0.19% among 360,000; AID 624377, 2012; in the data active means inhibition above about 25%;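 further: 0% = vehicle with enzyme and substrate and 100% = no enzyme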
ARFGAP1 inhibitor – inhibitors of rat ARFGAP1 GAP activity, primary screen, biochemical, fluorescence polarization, GDP tracer; inhibition, % at 16.5 µM; AID 651572, 2012; ADP-ribosylation factor GTPase-activating protein 1 (Rattus norvegicus), Q62848; Arfgap1-stimulated ARF1 GTP hydrolysis, GDP FP detection; hit rate 0.26% among 360,000;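 active means inhibition above a per-plate limit, mean inhibition of low control wells plus 3 SD, cut at about 25% in these data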;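 further: 0% = DMSO wells with enzyme and 100% = wells lacking Arfgap1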
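Repeats: one replicate per compound; assay system: rat Arfgap1 catalytic domain, aa 1-136; times: enzyme reaction 120 min at 25 °C after 20 min preincubation; detection: FP of antibody-bound GDP Alexa 633 tracer, ex 620/em 688 nm; benchmarks: high control wells lacking Arfgap1, low control full reaction with DMSO; reagent: human ARF1(Δ1-17)-GTP substrate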
PLC-gamma1 inh – PLC-gamma1 enzyme inhibitors, primary screen, biochemical, fluorescence, purified enzyme; 1-phosphatidylinositol 4,5-bisphosphate phosphodiesterase gamma-1 (Homo sapiens), P19174; fluorogenic substrate; inhibition, % at 12.2 µM; hit rate 0.84% among 370,000; in the data active means inhibition above about 9.5%
LEDGF integ inh – blockers of LEDGF/p75-dependent integrase strand transfer – biochemical, TR-FRET, high throughput, primary screen | inhibition, % at 3.7 µM | TR-FRET IN-LEDGF/p75 DNA integration, Eu/Cy5 | hit rate 0.64% among 370,000 | HIV-1 integrase (with human LEDGF/p75) | AID 743269, 2014;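 active means inhibition above the screen-wide mean plus 3 SD, cut at about 13% in these data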;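 further: signal is the Cy5 over europium emission ratio at 671 and 618 nm; 0% = plate median of compound wells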
KLK7 zymogen act – proKLK7 zymogen activators, primary screen, biochemical, fluorescence intensity. Kallikrein-7 (Homo sapiens), P49862. purified proKLK7, EDANS-DABCYL substrate fluorescence; 100% is mature enzyme control, 0% vehicle. activation, % at 7 µM. hit rate 0.9% among 370,000;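 active means activation above the mean of all tested compounds plus 3 SD, computed per campaign excluding outliers beyond control limits, cut at about 13% in these data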
Starred values were filed as active, the others as inactive; i = inactive; . = not tested or not shown.

SMILES	ADAM17 inh	DDE Tn7 FP inh	ADAM10 inh	DDE Tn6 FP inh	TDP2 absorb	ASAP1 inh	ARFGAP1 inhibitor	PLC-gamma1 inh	LEDGF integ inh	KLK7 zymogen act
Cc1nn(CC(=O)N2CC(=O)Nc3ccccc32)c(C)c1[N+](=O)[O-]	-1	5	-4	-6	-1	0	-10	2	0	0.3
CCCc1nnc(SCC(=O)Nc2ccc(NC(C)=O)cc2)n1-n1cccc1	-5	-2	-10	2	-6	-2	0	-2	2	0.2
CC(C)c1nnc(NC(=O)CSc2nc3ccccc3[nH]2)s1	-1	0	-4	-5	-10	0	8	0	1	-0.1
COc1cccc(NC(=O)c2nn(C34CC5CC(CC(C5)C3)C4)cc2[N+](=O)[O-])c1	3	-1	12	-6	-3	11	18	4	-1	1.0
O=C(c1cc(-c2ccc3c(c2)OCO3)on1)N1CCN(c2ccccc2)CC1	-2	-3	2	6	5	8	-7	1	-1	0.8
CCOc1cc(N2CCOCC2)c(OCC)cc1NC(=O)COC(=O)c1ccc(Cl)cc1N	-3	-3	-9	-3	11	-12	-2	1	4	0.5
COCCn1nnnc1C(c1cccs1)N1CCN2CCCC2C1 (configuration not stated)	0	6	16	4	-13	-18	1	5	0	0.4
CCN(CC)S(=O)(=O)c1ccc2c(c1)N(CC(=O)NCc1ccccn1)C(=O)CO2	-6	-3	-5	-3	9	7	-7	1	-3	0.4
O=C(NC1CCCCCCC1)c1ccc(Br)cc1	-1	4	-1	-7	-3	-5	0	0	-2	-0.5
CC(C)C[C@@H](CNCC(=O)[C@H](CC(C)C)NC(=O)c1[nH]cnc1C(=O)N[C@H](CN)CC(C)C)NC(=O)c1nc[nH]c1C(=O)N[C@@H](Cc1ccccc1)C(=O)O	-4	0	-13	2	-4	-10	-9	-3	-5	-0.2
CC(CCN1C(Nc2ccccc2)=NC[C@@H]1Cc1ccccc1)c1ccccc1 (some centres not stated)	-3	3	3	0	0	15	4	0	-1	0.9
O=C(CN1CCN(c2ccccc2F)CC1)NC(=O)NC1CCCCC1	-6	0	-1	-1	3	6	-11	-2	3	-0.4
CSc1sc(C)cc1C1C(C#N)=C(N)N(c2cccnc2)C2=C1C(=O)CCC2 (configuration not stated)	-3	-6	-17	-3	2	18	-1	-66	-1	-2.3
O=C(N/N=C/c1cn(Cc2ccccc2)c2ccccc12)c1ccncc1	7	-1	7	-6	-1	13	-8	-27	7	-0.3
COC(=O)c1c(-c2ccc(OC)cc2)sc2cc(OC)c(OC)cc12	-150	-3	i	6	2	3	6	i	2	-64
CNC(=O)c1ccccc1F	-5	-6	-4	-7	1	-9	-14	1	-2	-0.2
CCOC(=O)CNS(=O)(=O)c1ccc(S(=O)(=O)N2CCCC2)cc1	-3	2	0	3	5	1	8	-1	-1	-1.2
O=C(CN1CCN(c2ccccc2O)CC1)NC(=O)NC1CCCC1	-7	4	-9	-5	-5	-15	2	0	-5	-0.1
Cc1nnc(SCC(=O)Nc2ccccc2N2CCOCC2)s1	1	0	-7	6	4	-2	-10	1	1	-0.8
CN1CCCCC(NC(=O)c2cccc([N+](=O)[O-])c2)C1=O (configuration not stated)	-2	-3	-1	5	3	4	16	-2	-1	1.0
O=C(CSc1ccc2nnc(CCNC(=O)c3ccccc3)n2n1)NCc1ccc(F)cc1	-2	-1	-16	0	0	13	-7	-1	1	0.1
O=C(CC1Sc2ccccc2NC1=O)NNc1cccc(Cl)c1Cl (configuration not stated)	4	-10	7	-1	-17	7	0	1	1	-0.2
O=C(c1ccc(-c2cccc(C(F)(F)F)c2)o1)N1CCCC(C(F)(F)F)C1 (configuration not stated)	4	-2	4	4	-6	-11	3	-1	-1	0.2
C=CCSc1nc2sc(C)c(C)c2c(=O)n1CC=C	0	-1	-3	-2	6	7	-1	-1	1	-0.6
CC(C)COc1ccc(C(=O)NC(Cc2c[nH]c3ccccc23)C(=O)NN)cc1 (configuration not stated)	5	2	5	5	2	7	13	-3	-3	1.0
O=c1c(-c2ccco2)[n+]([O-])c2ccccc2n1OCc1c(F)cccc1F	-2	-5	-12	-4	6	-7	12	-13	0	-1.8
C[C@H](NC(=O)Cc1cccc2ccccc12)C(=O)NCc1ccccc1	-9	9	-5	-10	-14	8	2	-5	-1	0.5
Clc1cccc(Cl)c1CON/C=N/c1ncnc2sccc12	3	-3	5	2	-24	93*	86*	0	-2	0.1
CC(Oc1ccc2c3c(c(=O)oc2c1)CCCC3)C(=O)NCC(O)c1ccccc1 (configuration not stated)	-71	-8	-238	-9	-3	-7	-8	-14	5	0.4
CCOC(=O)c1sc2nccc(OC)c2c1N=CNOC	-62	-2	-204	6	-7	7	-7	-129	3	-5.5

One compound at a time, from the list above. Screens in order: ADAM17 inh	DDE Tn7 FP inh	ADAM10 inh	DDE Tn6 FP inh	TDP2 absorb	ASAP1 inh	ARFGAP1 inhibitor	PLC-gamma1 inh	LEDGF integ inh	KLK7 zymogen act
Profile of CCOC(=O)CNS(=O)(=O)c1ccc(S(=O)(=O)N2CCCC2)cc1 : -3	2	0	3	5	1	8	-1	-1	-1.2
Profile of O=C(CC1Sc2ccccc2NC1=O)NNc1cccc(Cl)c1Cl (configuration not stated) : 4	-10	7	-1	-17	7	0	1	1	-0.2

(continued)
SMILES	ADAM17 inh	DDE Tn7 FP inh	ADAM10 inh	DDE Tn6 FP inh	TDP2 absorb	ASAP1 inh	ARFGAP1 inhibitor	PLC-gamma1 inh	LEDGF integ inh	KLK7 zymogen act
CC(C)Oc1cccc(C(=O)C2CCCN(C(=O)c3cc(C(F)(F)F)[nH]n3)C2)c1 (configuration not stated)	-1	4	3	4	4	-6	0	-1	1	-0.3
O=C(Nc1ccccc1Cl)NC1CCCCCCC1	3	3	-1	-1	-6	-3	-8	3	2	1.1
CCC1(c2ccccc2)NC(=O)N(CC(=O)NCc2ccc(C)cc2)C1=O (configuration not stated)	-1	3	1	-2	11	0	-10	4	-1	-0.6
CC1CCC2(CC1)NC(=O)N(CC(=O)Nc1ccc(N3CCOCC3)cc1)C2=O (configuration not stated)	2	2	-3	6	2	8	7	-2	-3	-0.3
COc1cccc(C(=O)Nc2c(C(N)=O)oc3ccccc23)c1	0	-2	1	-5	2	-5	14	1	4	0.2
COCCNC(=O)C(c1ccc(F)cc1)N(Cc1ccccc1)C(=O)CCC(=O)Nc1ccccn1 (configuration not stated)	1	-4	2	12	-4	10	-2	2	1	0.4
C=CCn1c(C)cc(C(=O)CSc2nnc(NC(C)C)s2)c1C	-5	-5	-2	0	-4	-22	4	2	2	0.5
Cc1ccccc1Nc1nc(N)nc(COc2ccc(C#N)cc2)n1	0	1	-10	-8	-3	-9	10	-1	0	-0.3
COc1cccc(C2=NOC(C(=O)NCCN3CCOCC3)C2)c1 (configuration not stated)	-3	-9	-3	1	4	-1	-3	0	3	0.2
COc1ccccc1C(=O)NCC(=O)OC(C)C(=O)N1CCOCC1 (configuration not stated)	1	-4	0	2	4	3	2	1	-3	0.2
COc1ccc(NC(=O)CSc2ccc3nnc(CCNC(=O)c4ccccc4)n3n2)cc1	-2	-1	-6	5	-3	0	2	1	0	0.1
Cc1ccc(S(=O)(=O)N2CCCCC2)cc1NC(=O)Cn1cc(C(F)(F)F)ccc1=O	2	-1	-6	4	-1	3	-9	-1	3	0.2
O=C1C2CCCN2C(c2ccc(F)cc2)N1c1nccs1 (configuration not stated)	1	-9	7	-12	-6	4	-7	-2	2	0.6
O=C(Nc1ccc(Cl)cc1)C1C2CCCCC21 (configuration not stated)	0	4	-1	7	18	3	-4	1	2	-0.1
COc1ccc(C(C)C)cc1S(=O)(=O)N1CC(C)OC(C)C1 (configuration not stated)	-4	3	5	5	11	4	-17	0	-2	0.0
Cc1ccccc1[C@@]1(C)ON(c2ccccc2C(F)(F)F)C1=O	-2	1	-3	3	9	2	1	-5	1	0.6
Cc1cc(C)c2c(c1)C(=O)/C(=C/c1ccc(C(=O)O)cc1)CC2	-1	-2	-5	0	-6	-6	-3	-1	2	0.2
Oc1cccc2c(-c3nn[nH]n3)ccnc12	2	-4	6	0	-2	12	-4	1	-2	-0.1
CC(=O)N1CCc2cc(S(=O)(=O)Nc3cccc(C(F)(F)F)c3)ccc21	-1	1	6	-2	7	-11	13	1	-2	0.1
Cn1cc(CNC(=O)c2sc3cccc(Cl)c3c2Cl)cn1	-2	3	-8	6	-8	0	4	-2	-2	-0.3
CCOC(=O)C1/C(=N\O)CC(C)(O)C(C(=O)OCC)C1c1ccc(N(C)C)cc1 (configuration not stated)	-4	-8	-2	3	-5	-1	-3	-2	-2	0.3
CCC(C)(C(=O)NC1CCCCC1)N(Cc1cccs1)C(=O)CC1NC(=O)NC1=O (configuration not stated)	-2	1	-3	2	3	-2	0	4	-1	0.4
COC(=O)Cc1ccc2sc(-c3ccccc3)nc2c1	-2	0	-4	-6	6	-2	4	-3	3	-0.6
CN1CC(C(=O)Nc2ccc(F)c(Cl)c2)CC1=O (configuration not stated)	-1	-3	6	-3	2	-7	-15	4	9	-0.1
Cc1ccc(-n2nc3c(=O)n(CCCC(=O)NCc4ccc(C)o4)nc(C)c3c2C)cc1	-2	-7	-4	-5	25*	12	-3	0	1	0.3
Cc1ccc2nc(SCC(=O)Nc3cccc(S(=O)(=O)N(C)C)c3)[nH]c2c1	12*	-8	19	-8	-22	2	16	9	3	-0.1
CCN(CC(=O)Nc1cccc(S(=O)(=O)N2CCOCC2)c1)Cc1ccccc1	1	0	-3	6	-2	-1	-11	-1	-3	-0.4
CCC(=O)N/C(=N/c1nc(C)cc(C)n1)Nc1ccccc1	-2	3	3	3	8	-3	-9	2	-3	-1.1
CC(C)CCNC(=O)C1CCN(c2cncnc2)CC1	-5	12	-13	8	0	.	.	-7	-3	-0.8
